# Keap1 Nrf2 FP = disrupts human Keap1 binding to Nrf2 peptide. 340,000 compounds, 0.15% hits. Q14145. Keap1 Kelch-Nrf2 peptide fluorescence polarization, 1536-well. inhibition, % at 9.4 µM; in the data active = inhibition above about 12%; inconclusive = no clear call, values can overlap the other calls; inactive = below about 7.3%;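 note: human Keap1 Kelch domain with fluorescein labeled Nrf2 9mer peptide probe; 0% = neutral control wells and 100% = peptide positive control; higher means more block of Keap1 binding to Nrf2 peptide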
# PvdQ acylase = blocks Pseudomonas aeruginosa PvdQ acylase activity; purified PvdQ acylase, fluorescence plate reader; inhibition, % at 10 µM; 340,000 compounds, 0.063% hits; in the data active = inhibition above about 30%, passing the limit was not always enough; inconclusive = no clear call, values can overlap the other calls;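 note: 0% = vehicle neutral wells and 100% = reference inhibitor wells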
# SR-BI HDL uptake = inhibitors of mouse SR-BI mediated HDL lipid uptake | Q61009 | ldlA[mSR-BI] CHO cells, DiI-HDL uptake fluorescence, 3 h | inhibition, % at 12.5 µM | 320,000 compounds, 0.96% hits | AID 488896;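 active = mean replicate inhibition of at least 70% and a set share of replicates each scoring 70 or more; inconclusive = meets just one of the two criteria; inactive = fails both criteria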;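 note: 0% = median of neutral control wells and 100% = median of positive control wells; values of inactives mirror those of a sister screen read the other way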
# Target sequence (Q61009 whole entry, looked up): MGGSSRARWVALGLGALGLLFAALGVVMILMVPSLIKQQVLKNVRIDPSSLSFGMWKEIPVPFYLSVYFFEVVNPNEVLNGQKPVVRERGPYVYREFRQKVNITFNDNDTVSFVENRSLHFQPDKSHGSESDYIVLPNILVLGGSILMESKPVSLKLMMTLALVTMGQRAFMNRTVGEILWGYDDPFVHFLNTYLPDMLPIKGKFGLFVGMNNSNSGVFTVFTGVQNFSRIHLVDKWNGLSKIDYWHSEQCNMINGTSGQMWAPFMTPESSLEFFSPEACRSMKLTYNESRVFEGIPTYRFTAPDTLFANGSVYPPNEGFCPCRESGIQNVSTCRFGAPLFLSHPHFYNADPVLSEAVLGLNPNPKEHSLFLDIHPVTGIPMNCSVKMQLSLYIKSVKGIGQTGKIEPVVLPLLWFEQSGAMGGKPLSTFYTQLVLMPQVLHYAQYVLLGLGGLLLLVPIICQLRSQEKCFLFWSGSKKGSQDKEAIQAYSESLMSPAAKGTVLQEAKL
# Arr AP2 block = inhibitors of human beta-arrestin and AP2 interaction | inhibition, % at 10 µM | 340,000 compounds, 0.31% hits | FITC-arrestin peptide / GST-AP2 beads, flow cytometry; AP2 beta2 appendage carries R879A mutation;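 active = inhibition above a set limit, near 3 SD of compounds lacking own fluorescence, cut at about 54% in these data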;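 note: plate controls were DMSO wells for no effect and 5 µM unlabelled arrestin peptide for full effect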
#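 Material – GST-tagged AP2 beta2-adaptin appendage (R879A) on 4 µm glutathione beads · Probe or stimulus – fluorescein-tagged arrestin peptide at 50 nM final · Timing – 12 min plus 1 h, RT · Detection – bead flow cytometry, FITC channel · Read-out basis – inhibition as reduced fluorescein signal on beads, percent · Medium – PBS plus Tween 20 (0.05%) and BSA (0.1%)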
# PKA-R2B activ = activates the human PKA-R2B holoenzyme complex; P22694+P31323; PKA-R2B holoenzyme dissociation, Cy5-IP20 fluorescence polarization; R2B truncated from residue 108, S112A mutant; 0% DMSO only, 100% 113 µM cGMP; activation, % at 11.4 µM; 340,000 compounds, 0.079% hits; AID 504700;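 active = activation above a cutoff set at the mean over all compounds plus 3 SD, cut at about 18% in these data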;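 note: higher means more holoenzyme dissociation and a rise in polarization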
# Target sequence (P31323 whole entry, looked up, other chains not shown, the tested form may be a part): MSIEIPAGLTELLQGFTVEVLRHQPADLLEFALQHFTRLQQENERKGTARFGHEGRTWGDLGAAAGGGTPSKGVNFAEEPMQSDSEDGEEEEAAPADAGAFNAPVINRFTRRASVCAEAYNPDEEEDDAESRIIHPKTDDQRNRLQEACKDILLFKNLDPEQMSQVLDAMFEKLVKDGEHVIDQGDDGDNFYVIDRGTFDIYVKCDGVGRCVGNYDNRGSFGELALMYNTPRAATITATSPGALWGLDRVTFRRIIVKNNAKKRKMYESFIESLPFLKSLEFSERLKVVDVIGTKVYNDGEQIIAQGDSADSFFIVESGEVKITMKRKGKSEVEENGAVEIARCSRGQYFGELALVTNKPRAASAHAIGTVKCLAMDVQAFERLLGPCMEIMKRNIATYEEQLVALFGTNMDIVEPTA
# NSD2 HMT inh = inhibitors of human histone methyltransferase NSD2; O96028; NSD2 peptide methylation, AlphaScreen, 120 min; inhibition, % at 12.5 µM; 310,000 compounds, 0.54% hits; in the data active = inhibition above about 50%
# LANA DNA inh = KSHV C-LANA DNA binding inhibition; MBP-C-LANA/FAM-LBS DNA binding, fluorescence polarization; inhibition, % at 9 µM; 340,000 compounds, 0.078% hits; AID 504423;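 active = highest replicate inhibition at or above 60% at 9 µM, even if other replicates fall short; inactive = all replicates below 60% inhibition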;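 note: 0% = neutral control wells and 100% = 4 µM acridine orange control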
# DAGLB inhibitor = diacylglycerol lipase beta (human) inhibition; Q8NCG7; HEK293T DAGLB membrane lysate, EnzChek fluorogenic substrate; inhibition, % at 5.17 µM; 340,000 compounds, 0.059% hits; AID 504411; in the data active = inhibition above about 34%;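 note: 0% = enzyme with vehicle and 100% = wells lacking enzyme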
# SR-BI DiI-HDL act = SR-BI HDL lipid transfer activation; AID 504775; CHO ldlA[mSR-BI] cells, DiI-HDL uptake fluorescence, 3 h; 100 = double the neutral-control signal; activation, % at 12.5 µM; 320,000 compounds, 0.096% hits;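 active = mean replicate activation of at least 60% and every replicate at or above 60%; inconclusive = mean or all-replicate condition met, but not both; inactive = mean below 60% and not all replicates reaching 60%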;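 note: 0% = median plate neutral-control signal and 100% = twice that signal; values of inactives mirror those of a sister screen read the other way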
#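 Test system: SR-BI-overexpressing, LDLR-lacking CHO cells. Measured by: DiI fluorescence, bottom read. Medium: Ham's F12 with 0.5% BSA, HEPES 25 mM, pH 7.4. Timing: 3 h uptake period with compound, 37 °C.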
# RTF Ca sens inh = cardiac RTF calcium desensitization | IANBD-labeled cardiac RTF, Ca2+ fluorescence | inhibition, % at 7.15 µM | 340,000 compounds, 0.12% hits | AID 493244;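 active = inhibition above the mean inhibition of all tested compounds plus 3 SD, cut at about 17% in these data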;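 note: assay run at fixed EC70 calcium of 1.6 mM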
# Starred values were filed as active, the others as inactive; ? = inconclusive; . = no result given.
(1) O=C(NCCN1CCOCC1)C(=O)NCC1OCCN1S(=O)(=O)c1cc(F)ccc1F (centres undefined)
(2) O=C(CNC(=O)c1ccccc1F)OCC(=O)c1c[nH]c2ccccc12
(3) O=C(O)CSC1c2ccccc2C(=O)N1c1ccccc1 (centres undefined)
(4) CCC(CC)C(=O)Nc1ccc(C(=O)Nc2cc(C)on2)cc1
(5) C=CCN1C(=O)C(CC(=O)O)SC1=Nc1c(C)n(C)n(-c2ccccc2)c1=O (centres undefined)
(6) O=C(CCCNS(=O)(=O)c1ccccc1)NCc1ccco1
(7) Cc1nc(SCc2nc3ccc(C(F)(F)F)cc3[nH]2)c2oc3ccccc3c2n1
(8) CCCCSC1=C(C#N)C(c2ccccc2C)C(C(=O)OCC)C(=O)N1 (centres undefined)
Assay by compound	1	2	3	4	5	6	7	8
Keap1 Nrf2 FP	-4	4	0	2	0	-5	-1	-1
PvdQ acylase	-11	-18	-16	-14	-11	-5	-16	-9
SR-BI HDL uptake	0	-10	-12	36	-15	-30	-10	-68
Arr AP2 block	-2	-15	31	-2	2	3	-4	8
PKA-R2B activ	-1	-3	1	9	-8	3	5	6
NSD2 HMT inh	-2	-2	-1	-1	-2	1	.	-2
LANA DNA inh	-1.0	-0.1	-2.4	0.9	2.9	-1.1	0.1	1.4
DAGLB inhibitor	-2	0	2	1	0	-1	-5	-2
SR-BI DiI-HDL act	0	10	12	-36	15	30	10	?
RTF Ca sens inh	-9	-7	-11	-4	2	0	-9	0

(9) OCC1(CCOc2ccccc2)CCN(Cc2ccccc2OC(F)F)CC1
(10) Cc1ccc(CONS(=O)(=O)c2cc(C)ccc2C)cc1
(11) Cc1ccc(S(=O)(=O)N(C)CC(=O)OCC(=O)c2c(N)n(C)c(=O)n(C)c2=O)cc1
(12) CN1CCC(OC(=O)C23CCC(C)(C(=O)O2)C3(C)C)CC1 (centres undefined)
(13) Cc1cc(C)c(S(=O)(=O)c2ccccc2C)c(OCC(C)(C)C)n1
(14) CN(CCC1CCCCO1)C(=O)CCc1nnc(C2CCCCC2)o1 (centres undefined)
(15) Cc1cc(N/C(=N\S(=O)(=O)c2ccc(Cl)cc2)c2ccc(F)cc2)no1
(16) CCCCN(CCCC)CC(O)CN1C(=O)NC(C)(C)C1=O (centres undefined)
Assay by compound	9	10	11	12	13	14	15	16
Keap1 Nrf2 FP	-4	-2	-1	-6	-3	2	-7	-4
PvdQ acylase	-14	14	4	-13	11	5	-17	-8
SR-BI HDL uptake	-13	-10	-12	-12	-9	.	-5	-13
Arr AP2 block	14	8	0	-4	6	31	2	7
PKA-R2B activ	-2	-2	-22	-11	-6	-3	-4	-6
NSD2 HMT inh	-10	0	1	-4	.	-6	.	-1
LANA DNA inh	-0.5	-0.3	0.1	1.4	6.8	-1.8	-2.3	1.7
DAGLB inhibitor	-2	-8	-1	-2	-12	-3	0	-2
SR-BI DiI-HDL act	13	10	12	12	9	.	5	13
RTF Ca sens inh	-4	0	12	-4	-1	-4	-14	12

(17) COCCSc1ccccc1C(=O)N1CCCC1
(18) O=C(CCNC(=O)c1ccco1)Nc1ccccc1N1CCOCC1
(19) CCN(C(=O)COC(=O)C1CCN(S(=O)(=O)c2cccs2)CC1)c1ccccc1
(20) CCOc1ccc(CNC(=O)C(=O)c2cn(CC(=O)N3CCOCC3)c3ccccc23)cc1OC
(21) COC(=O)c1cn(NC(=O)Cn2nc([N+](=O)[O-])c(Cl)c2C)c(=O)c2ccccc12
(22) CC(CCc1ccccc1)C(=O)NO (centres undefined)
(23) Oc1ccc2ccccc2c1C1Nc2cccc3cccc(c23)N1
(24) O=C(NNC(=O)c1ccc2c(=O)n3c(nc2c1)CCC3)c1ccc(F)cc1
Assay by compound	17	18	19	20	21	22	23	24
Keap1 Nrf2 FP	-3	-2	-6	4	5	2	3	4
PvdQ acylase	-18	-8	-9	-5	-13	-3	8	-6
SR-BI HDL uptake	11	-16	25	34	-5	-10	35	-35
Arr AP2 block	-2	5	-9	0	-1	3	20	12
PKA-R2B activ	9	-5	13	6	7	5	4	-9
NSD2 HMT inh	9	-4	1	1	-6	-5	4	0
LANA DNA inh	2.5	-0.1	0.6	1.5	0.4	1.1	1.4	0.4
DAGLB inhibitor	0	-2	0	0	3	-1	7	5
SR-BI DiI-HDL act	-11	16	-25	-34	5	10	-35	35
RTF Ca sens inh	-2	4	-2	-5	-4	6	-2	4

(25) O=C(O)CCCNc1ccc(S(=O)(=O)Nc2ccccc2C(=O)O)cc1C(=O)O
(26) CCCc1nnc(NC(=O)c2cc(OC)cc(OC)c2)s1
(27) Cc1ccc(CNC(=O)CCS(=O)(=O)c2cccc3nonc23)cc1
(28) NC(=O)COc1ccc(/C=N\NC(=O)c2ccc(-c3ccccc3)cc2)cc1
(29) Cc1c(C2N3CC4(C)CN2CC(C)(C3)C4=O)c2ccccc2n1C (centres undefined)
(30) Cc1nn(-c2ccccc2)nc1CNC(=O)CC(C)(C)C
(31) COc1ccc(C(=O)NC(=S)Nc2ccccc2F)cc1
(32) COc1cc(Cl)c(C)cc1NC(=O)COc1ccccc1[N+](=O)[O-]
Assay by compound	25	26	27	28	29	30	31	32
Keap1 Nrf2 FP	0	-2	-7	-1	1	3	0	-2
PvdQ acylase	6	-6	-10	8	-9	-16	8	-5
SR-BI HDL uptake	8	16	4	-19	-14	1	13	31
Arr AP2 block	19	23	-2	13	12	-15	24	-5
PKA-R2B activ	-5	2	-3	0	17	0	-5	-3
NSD2 HMT inh	1	0	.	5	0	-8	3	-3
LANA DNA inh	1.4	-3.1	0.8	-0.8	0.4	0.6	-1.1	1.7
DAGLB inhibitor	-2	3	-1	0	-1	-3	-5	-1
SR-BI DiI-HDL act	35	-16	-4	19	14	-1	-13	-31
RTF Ca sens inh	12	-2	-7	8	-3	-11	9	-6

(33) COc1ccc(-c2cc(=O)oc3c(C)c(OC(C)C(C)=O)ccc23)cc1 (centres undefined)
(34) O=C(NCC1CCCO1)C(c1ccc(F)cc1)N(CC1CCCO1)C(=O)c1ccc(-c2ccccc2)[nH]1 (centres undefined)
(35) Cc1ccc(CN(CC(=O)NC2CCCC2)C(=O)CSc2nnc(COc3ccccc3)o2)cc1
(36) O=C1CCN(Cc2ccc([N+](=O)[O-])cc2)CCN1CCO
(37) CCCc1nnc(NC(=O)COc2ccc3c(c2)OCO3)s1
(38) O=C(Nc1ccc(N2C(=O)C3C4C=CC(C4)C3C2=O)cc1)Nc1nncs1 (centres undefined)
(39) Cc1cc(NS(=O)(=O)c2ccc(NC(=O)c3ccco3)cc2)no1
(40) Cc1ccc(C#CC[N+]2(CC#Cc3ccc(C)cc3)CCCCC2)cc1
Assay by compound	33	34	35	36	37	38	39	40
Keap1 Nrf2 FP	-5	2	0	-2	1	-4	1	-5
PvdQ acylase	-28	-4	-5	-3	-6	-13	-16	8
SR-BI HDL uptake	58	-13	-4	-8	.	-16	-25	13
Arr AP2 block	9	44	17	21	3	0	1	21
PKA-R2B activ	1	-5	12	-9	4	3	-4	-10
NSD2 HMT inh	-3	2	-4	.	36	.	0	7
LANA DNA inh	-2.1	0.9	-0.2	0.1	-0.3	0.3	1.7	0.3
DAGLB inhibitor	-12	-4	-2	-3	0	0	0	1
SR-BI DiI-HDL act	-58	13	4	8	.	16	25	-13
RTF Ca sens inh	0	3	-13	6	4	-2	-2	-1

(41) O=C1CCC/C1=C\Nc1ccc(Cl)c([N+](=O)[O-])c1
(42) CCCCCCCCCCOC(=O)Cn1c(COc2ccccc2OC)[n+](C)c2ccccc21
(43) COc1ccc(-c2ccnc3[nH]n(-c4ccccc4)c(=O)c23)cc1
(44) CNC(=O)Nc1cc(C)nn1C
Assay by compound	41	42	43	44
Keap1 Nrf2 FP	-1	1	0	-4
PvdQ acylase	-8	-3	-14	-7
SR-BI HDL uptake	7	9	1	-22
Arr AP2 block	-13	-8	3	-1
PKA-R2B activ	-7	-2	-11	-5
NSD2 HMT inh	3	4	10	-3
LANA DNA inh	-0.2	-1.6	2.2	0.4
DAGLB inhibitor	2	6	2	3
SR-BI DiI-HDL act	-7	-9	-1	22
RTF Ca sens inh	-7	2	-2	-3

# Among those listed so far, these have four or more nitrogen atoms:
(1) O=C(NCCN1CCOCC1)C(=O)NCC1OCCN1S(=O)(=O)c1cc(F)ccc1F (centres undefined)
(5) C=CCN1C(=O)C(CC(=O)O)SC1=Nc1c(C)n(C)n(-c2ccccc2)c1=O (centres undefined)
(7) Cc1nc(SCc2nc3ccc(C(F)(F)F)cc3[nH]2)c2oc3ccccc3c2n1
(11) Cc1ccc(S(=O)(=O)N(C)CC(=O)OCC(=O)c2c(N)n(C)c(=O)n(C)c2=O)cc1
(21) COC(=O)c1cn(NC(=O)Cn2nc([N+](=O)[O-])c(Cl)c2C)c(=O)c2ccccc12
(24) O=C(NNC(=O)c1ccc2c(=O)n3c(nc2c1)CCC3)c1ccc(F)cc1
(30) Cc1nn(-c2ccccc2)nc1CNC(=O)CC(C)(C)C
(35) Cc1ccc(CN(CC(=O)NC2CCCC2)C(=O)CSc2nnc(COc3ccccc3)o2)cc1
(38) O=C(Nc1ccc(N2C(=O)C3C4C=CC(C4)C3C2=O)cc1)Nc1nncs1 (centres undefined)
(44) CNC(=O)Nc1cc(C)nn1C
Assay by compound	1	5	7	11	21	24	30	35	38	44
Keap1 Nrf2 FP	-4	0	-1	-1	5	4	3	0	-4	-4
PvdQ acylase	-11	-11	-16	4	-13	-6	-16	-5	-13	-7
SR-BI HDL uptake	0	-15	-10	-12	-5	-35	1	-4	-16	-22
Arr AP2 block	-2	2	-4	0	-1	12	-15	17	0	-1
PKA-R2B activ	-1	-8	5	-22	7	-9	0	12	3	-5
NSD2 HMT inh	-2	-2	.	1	-6	0	-8	-4	.	-3
LANA DNA inh	-1.0	2.9	0.1	0.1	0.4	0.4	0.6	-0.2	0.3	0.4
DAGLB inhibitor	-2	0	-5	-1	3	5	-3	-2	0	3
SR-BI DiI-HDL act	0	15	10	12	5	35	-1	4	16	22
RTF Ca sens inh	-9	2	-9	12	-4	4	-11	-13	-2	-3
